# Compound activity deposited in PubChem by several laboratories.
# NRP1-CendR mod: modulators of CendR peptide binding to NRP-1, primary screen, biochemical, fluorescence polarization, uHTS; AID 602438, 2012; inhibition, % at 25 µM; Neuropilin-1 (Homo sapiens), O14786; hit rate 0.85% among 360,000; FAM-RPARPAR peptide binding to NRP-1;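 active = inhibition or corrected inhibition above about 18%, plus a signal ratio from 0.5 to 1.5, limit read from the data, passing the limit was not always enough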; note: strong numbers were not always called active
# SUMO1 PPI mod: modulators of SUMO1 protein-protein interactions, primary screen, biochemical, uHTS. SUMO1 binding to a labelled peptide, TR-FRET, 1 h. inhibition, % at 20 µM. AID 602429, 2012. hit rate 0.33% among 360,000. Small ubiquitin-related modifier 1 (Homo sapiens), P63165; in the data active = inhibition above about 37%
# NadD block: inhibitors of S. aureus NadD, primary screen, biochemical, colorimetric, uHTS. purified NadD enzyme, colorimetric absorbance read-out. Nicotinate-nucleotide adenylyltransferase NadD (Staphylococcus aureus N315). inhibition, % at 20 µM. hit rate 0.78% among 360,000; in the data active = inhibition above about 26%; note: some compounds past the cut are filed as inactive
# STEP inh: STEP phosphatase inhibitors, primary screen, biochemical, fluorescence intensity, uHTS | recombinant STEP, OMFP fluorogenic substrate | inhibition, % at 20 µM | hit rate 0.25% among 360,000;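 active = inhibition at 20 µM, scaled per plate between control wells, above about 37%, limit read from the data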;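 note: 0% = DMSO with enzyme and substrate and 100% = substrate only without enzyme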
#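 material = STEP tyrosine phosphatase | reagent = fluorogenic phosphatase substrate OMFP at 25 µM final | doses = single compound dose of 20 µM, 1% DMSO final | schedule = 20 min reaction, room temperature, in the dark | measured by = fluorescence, 480/540 nm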
# Neddylation inh: inhibitors of cullin neddylation, primary screen, biochemical, TR-FRET, uHTS, NAE and Ubc12 | hit rate 0.58% among 360,000 | calls only at 25 µM | NEDD8-conjugating enzyme Ubc12 (Homo sapiens) + NEDD8-activating enzyme E1 regulatory …; in the data active = inhibition above about 36%
# TbMetRS inhib: T. brucei MetRS inhibitors, primary screen, biochemical, luminescence; AID 624268, 2012; purified T. brucei MetRS, ATP depletion, Kinase-Glo luminescence; hit rate 0.4% among 360,000; inhibition, % at 11.9 µM;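 active = inhibition above a per-plate cutoff of the control wells' mean inhibition plus 3 SD, cut at about 5.5% in these data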;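 note: 0% = DMSO wells median and 100% = median of wells with control inhibitor compound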
#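 System: purified T. brucei MetRS enzyme / Detection: Kinase-Glo luciferase luminescence reporting remaining unconsumed ATP / Medium: HEPES buffer with MgCl2, KCl, DTT, spermine, BSA, pyrophosphatase / Replication: singlicate, one well per compound / Evaluation: percent inhibition relative to median high and low control wells / Schedule: 2 h aminoacylation at 25 °C after 15 min preincubation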
# LMPTP block: LMPTP phosphatase inhibitors, primary screen, biochemical, fluorescence intensity, uHTS. recombinant LMPTP-A, OMFP fluorogenic substrate. inhibition, % at 20 µM. hit rate 0.22% among 360,000. AID 651560, 2012;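 active = compounds that cut the enzyme signal by at least half of the control window in the single-dose screen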;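 note: plate controls were DMSO wells with enzyme plus substrate for no effect and substrate without enzyme for full effect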
#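 Test system: LMPTP-A phosphatase enzyme; input: 0.625 nM LMPTP-A final; reagent: OMFP substrate, 400 µM final; compound dosing: 20 µM single dose, 3% DMSO; incubation: 50 min dark incubation at room temperature; measured by: endpoint fluorescence intensity from OMFP dephosphorylation; measure: % inhibition relative to no-enzyme and uninhibited control wells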
# DNMT1 block: human DNMT1 methyltransferase inhibitors, primary screen, biochemical, molecular beacon, fluorescence, HinP1I cleavage, uHTS; inhibition (reported as % activation of signal), % at 10 µM; DNA (cytosine-5)-methyltransferase 1 (Homo sapiens), P26358; AID 588458, 2011; hit rate 0.83% among 360,000; in the data active = inhibition above about 50%
# Target sequence (P26358 504-1616 limits assumed): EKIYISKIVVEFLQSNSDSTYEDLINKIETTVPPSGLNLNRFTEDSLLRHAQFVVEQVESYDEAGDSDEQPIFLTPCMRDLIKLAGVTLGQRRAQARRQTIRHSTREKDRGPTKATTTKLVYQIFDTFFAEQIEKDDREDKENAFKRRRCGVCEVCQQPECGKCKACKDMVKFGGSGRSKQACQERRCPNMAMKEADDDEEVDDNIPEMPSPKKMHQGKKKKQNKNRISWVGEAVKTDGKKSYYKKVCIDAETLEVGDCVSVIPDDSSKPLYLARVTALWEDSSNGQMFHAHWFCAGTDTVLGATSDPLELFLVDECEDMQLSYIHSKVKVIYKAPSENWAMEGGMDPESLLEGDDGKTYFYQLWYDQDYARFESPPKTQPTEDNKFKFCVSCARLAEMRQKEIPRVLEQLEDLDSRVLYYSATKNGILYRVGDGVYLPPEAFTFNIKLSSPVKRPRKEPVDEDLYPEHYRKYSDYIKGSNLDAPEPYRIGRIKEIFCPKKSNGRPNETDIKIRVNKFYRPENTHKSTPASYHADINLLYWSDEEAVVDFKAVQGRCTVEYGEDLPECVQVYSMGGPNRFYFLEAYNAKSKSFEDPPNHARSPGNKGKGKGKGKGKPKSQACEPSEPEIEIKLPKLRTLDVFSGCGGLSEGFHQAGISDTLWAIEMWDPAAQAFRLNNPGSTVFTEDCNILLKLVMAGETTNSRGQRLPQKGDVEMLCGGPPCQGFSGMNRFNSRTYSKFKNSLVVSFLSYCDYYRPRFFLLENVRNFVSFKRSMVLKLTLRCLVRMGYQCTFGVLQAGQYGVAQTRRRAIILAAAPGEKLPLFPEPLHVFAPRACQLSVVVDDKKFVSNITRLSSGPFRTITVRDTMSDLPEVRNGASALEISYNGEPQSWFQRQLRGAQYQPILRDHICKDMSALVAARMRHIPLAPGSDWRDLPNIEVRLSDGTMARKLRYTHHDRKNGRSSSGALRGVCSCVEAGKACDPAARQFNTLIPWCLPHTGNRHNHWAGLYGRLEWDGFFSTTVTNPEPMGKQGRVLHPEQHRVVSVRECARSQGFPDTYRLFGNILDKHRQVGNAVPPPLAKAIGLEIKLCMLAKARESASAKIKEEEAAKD
# Scp-1 inhibitor: Scp-1 phosphatase inhibitors, primary screen, biochemical, colorimetric, uHTS | inhibition, % at 20 µM | Carboxy-terminal domain RNA polymerase II polypeptide A small phosphatase 1 (Homo … | Recombinant Scp1, phosphopeptide, malachite green phosphate absorbance | hit rate 0.88% among 340,000;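 active = inhibition above about 50% at 20 µM, limit read from the data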;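 note: plate controls were DMSO wells with enzyme for no effect and wells lacking enzyme for full effect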
#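 Test system: SCP-1 phosphatase catalytic domain, residues 76-261; measured by: colorimetric phosphate reagent with accelerator and stabiliser, absorbance at 630 nm; timing: enzyme reaction 45 min at room temperature, colour 5 min, stabilisation 30 min; also added: Phosphorylated 17-residue peptide substrate; compound dosing: one concentration, 20 µM, with 1.0% DMSO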
# SKN-1 block: suppressors of acrylamide-induced Pgst-4::GFP reporter in worms, primary screen, SKN-1 inhibitor project, whole organism, uHTS, GFP/RFP fluorescence ratio, strain VP596; hit rate 0.49% among 360,000; inhibition, % at 21.8 µM; AID 624304, 2012; C. elegans VP596 Pgst-4::GFP/RFP ratio, 24 h;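 active = interference check ratio from 0.5 to 1.5 plus GFP to RFP signal ratio inhibition reaching or exceeding a fixed threshold, cut at about 30% in these data, passing the limit was not always enough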; note: some compounds called inactive have numbers as strong as hits
# Starred values were filed as active, the others as inactive; i = inactive; x = not tested or not shown. Hits appear at their usual frequency, and some 4.6% of all compounds hit somewhere here.
Molecule,NRP1-CendR mod,SUMO1 PPI mod,NadD block,STEP inh,Neddylation inh,TbMetRS inhib,LMPTP block,DNMT1 block,Scp-1 inhibitor,SKN-1 block
CCOC(=O)CC1(C)Sc2ccccc2N1S(=O)(=O)c1ccc(C)cc1 (centres undefined),6,3,x,x,i,-1.4,1.5,x,x,-4
COc1cccc(/C=C2/SC(=S)N(CC(=O)NC3C=CS(=O)(=O)C3)C2=O)c1 (centres undefined),-5,-28,-1,-1,i,1.2,1.2,0,16,15
CCOC(=O)N1CCN(S(=O)(=O)c2ccc(-n3cnnn3)cc2)CC1,7,4,1,-4,i,0.0,-2.4,0,-1,-16
CCOc1cc2c3c(c1)C(C)=CC(C)(C)N3C(=O)C2=O,6,-10,-6,2,i,1.2,1.4,1,-5,2
O=C(c1ccc(NS(=O)(=O)c2ccc3[nH]c(=O)[nH]c3c2)cc1)N1CCCC(C(F)(F)F)C1 (centres undefined),3,7,-4,-1,i,-0.2,-0.6,2,-8,1
CCCC(=O)N1CCC1(C)C(=O)Nc1ccc(OC)c(OC)c1 (centres undefined),8,-1,-5,1,i,-0.2,-1.4,5,x,12
CCN1CCN(c2nc3c(c(=O)[nH]c(=O)n3C)n2Cc2ccccc2F)CC1,30*,2,2,-1,i,-0.7,-3.1,-2,3,-16
CCSc1ccccc1C(=O)Nc1ccc([N+](=O)[O-])cc1OC,-2,-22,-1,1,i,-0.4,-0.2,1,5,0
COc1ccccc1CN(C)C(C)C(=O)Nc1cccc(C(C)=O)c1 (centres undefined),-13,0,-4,-4,i,-1.0,-1.4,-3,2,-15
O=C(Nc1ccn(Cc2ccccc2F)n1)c1ccc(COc2ccc(Cl)cc2Cl)o1,2,4,-9,-3,i,1.4,6.4,-13,-13,5
Cc1ccc(S(=O)(=O)N2CCC(C(=O)Nc3nnc(-c4ccco4)s3)CC2)cc1,-9,-4,1,2,i,-0.2,-1.2,-2,10,-3
CCC1C(=O)NCCN1C(=O)c1cccc(OC2CCN(S(=O)(=O)N(C)C)CC2)c1 (centres undefined),3,1,1,-4,i,0.7,-1.4,1,-3,30
Cn1cnnc1SCC(=O)NNC(=O)c1ccc([N+](=O)[O-])cc1,8,-34,2,0,i,-0.1,-1.1,-7,-10,9
CNC(=O)COc1ccc(S(=O)(=O)Nc2ccc(C)cc2)cc1,-1,-1,-6,0,i,-0.1,-1.2,-2,0,-1
Cc1cc(-c2nn(-c3ccccc3F)cc2CN2CCN(c3ccncc3)CC2)c(C)s1,6,-3,1,2,i,-0.9,-1.1,5,6,-8
CC[C@]12c3[nH]c4ccccc4c3CCN1C(=O)C(CC(=O)NC/C=C(\C)CCC=C(C)C)C[C@@H]2C(=O)N1CCN(C(=O)c2ccco2)CC1 (some centres undefined),3,4,6,1,i,0.1,1.5,-8,4,-11
CCN(C(=O)COC(=O)/C=C/c1ccco1)C1CCCCC1,-24,-15,5,20,i,-0.2,6.6,75*,72*,19
CC(=O)Nc1nonc1NC(=O)CSc1ccccn1,-7,-2,0,-1,i,0.0,-0.2,5,-10,30
COc1ccc(CN2CCC2(C)C(=O)Nc2cccc(NS(C)(=O)=O)c2)c2ccccc12 (centres undefined),8,0,0,0,i,-0.4,2.0,1,x,-1
COc1ccc(OC)c(CN2C(=O)CCC2(C)c2nnnn2-c2c(C)cccc2C)c1 (centres undefined),12,3,-2,x,i,-1.0,-1.1,x,x,-4
Cc1ccc(S(=O)(=O)NCCc2ccccc2)cc1,-10,-3,-9,-2,i,-0.7,-1.6,-2,-10,-5
Cc1cc(C)c2[nH]c(=O)c(CN(CC3CCCO3)C(=S)NCc3ccco3)cc2c1 (centres undefined),-16,-5,1,-8,i,-0.6,1.2,4,-5,6
O=C(O)c1ccc(NC(=O)C(c2ccccc2)c2ccccc2)cc1,3,2,8,0,i,-0.1,-1.0,0,-15,9
CN(C)CCNC(=O)c1onc(CSc2ccc(F)c(F)c2)c1C(=O)NCCN(C)C,16,-32,4,-1,i,-0.2,-7.9,2,-3,12
COC(=O)C1=NN(N=O)C2(CC(=O)N(c3cc(C)cc(C)c3)C2=O)C1 (centres undefined),-16,0,1,-1,i,0.1,-1.5,-7,11,-6

# Going on with the list:
Molecule,NRP1-CendR mod,SUMO1 PPI mod,NadD block,STEP inh,Neddylation inh,TbMetRS inhib,LMPTP block,DNMT1 block,Scp-1 inhibitor,SKN-1 block
CCN(CC)C(=O)CSc1nnc(-c2cccc(OC)c2)o1,4,4,-2,-2,i,-0.4,-1.3,4,-8,17
O=S(=O)(NCc1ccccn1)c1cc(Cl)ccc1Cl,1,-2,-2,1,i,-1.8,-1.3,-7,-2,2
O=[N+]([O-])c1cc(-c2nnc(-c3ccccc3)o2)ccc1Oc1ccc(Cl)cc1,0,-1,-2,2,i,-0.2,-1.2,35,-3,-11
COc1ccc(-c2nc3ncccn3c2Nc2ccc3c(c2)OCCO3)cc1,2,-8,11,1,i,-0.1,1.1,-5,6,2
OCc1ncccc1O,4,2,-2,2,i,-0.6,0.0,1,-4,6
Cc1ccc(S(=O)(=O)/N=C2\CN(C)C(=O)N2C)cc1,6,0,-1,-3,i,0.1,-2.8,5,3,-2
O=C(NCCOc1ccccc1)C(=O)NCC1CCCO1 (centres undefined),-2,4,-3,3,i,0.1,-2.2,-2,-2,11
O=C(Cn1nc(-c2ccccc2)c2ccccc2c1=O)Nc1ccc(F)cc1,4,2,-6,3,i,0.0,2.4,2,-5,8
Cc1ccc(NC(=O)CCC(=O)OCc2ccc(Br)cc2)cc1,-1,-1,-8,-2,i,17*,-0.2,-2,-8,6
COc1ccc(-c2[nH]ncc2CNCc2cc(C)n(C)n2)c(F)c1,11,0,-1,-4,i,-0.7,-1.8,0,-1,-3
CCOC(=O)c1cc(CC)sc1NC(=O)CC1SC(N)=NC1=O (centres undefined),4,0,-3,1,i,-0.4,-2.7,0,-7,5
COc1ccc(NC(=O)NCc2ccc(Cl)cc2)cc1,5,-4,2,-2,i,0.3,0.2,2,-8,-3
CC(c1ccccc1)n1cc(C(=O)NCc2cccnc2)nn1 (centres undefined),4,-1,-2,-1,i,-0.1,0.2,-4,-4,5
CC(C)NC(=O)Nc1ccc2c(c1)C(=O)N([C@H](C)CO)C[C@H](C)[C@@H](CN(C)S(C)(=O)=O)O2,12,3,-1,6,i,-0.3,-0.6,5,3,10
O=C(CCN1C(=O)/C(=C/C=C/c2ccccc2)SC1=S)Nc1ccccn1,-34,-8,37*,-1,i,-0.3,1.3,9,-1,5
COc1ccc(C2CC(c3cccs3)=NN2C(=O)COC(=O)c2cncc(Br)c2)cc1OC (centres undefined),-22,-12,11,1,i,0.2,1.3,-11,-5,3
COc1ccc(NC(=O)CN(C)C(=O)c2sc3ccccc3c2Cl)cc1,4,4,-6,0,i,-0.7,-0.1,1,-1,-7
CN(C)S(=O)(=O)c1ccc(Cl)c(NC(=O)COC(=O)CN2C(=O)C3CCCCC3C2=O)c1 (centres undefined),1,-1,-8,0,i,-0.9,-1.2,-3,-4,-7
COc1ccc(CNC(=O)COC(=O)CCOc2ccc(C)cc2)cc1OC,3,0,-2,-3,i,-0.1,1.0,0,-2,-3
COc1cccc(CC(=O)N[C@@H](CCSC)c2nc3ccccc3[nH]2)c1,-5,-1,-7,-2,i,-0.6,-0.6,1,-2,-9
O=C(c1cnc2c(c1)COc1ccc(Cl)cc1-2)c1ccccc1O,5,-3,4,1,i,-1.6,1.8,-3,-9,-8
O=C(N/N=C\c1ccc(Cl)cc1)c1sccc1-n1cccc1,2,-2,0,-3,i,-1.6,-1.4,12,-5,-17
O=C(O)COCc1nc2ccccc2[nH]1,2,-3,-1,-5,i,-0.4,-0.6,2,-2,7

# 10 entries already listed, ordered by number of heavy atoms, rising:
Molecule,NRP1-CendR mod,SUMO1 PPI mod,NadD block,STEP inh,Neddylation inh,TbMetRS inhib,LMPTP block,DNMT1 block,Scp-1 inhibitor,SKN-1 block
OCc1ncccc1O,4,2,-2,2,i,-0.6,0.0,1,-4,6
O=S(=O)(NCc1ccccn1)c1cc(Cl)ccc1Cl,1,-2,-2,1,i,-1.8,-1.3,-7,-2,2
O=C(NCCOc1ccccc1)C(=O)NCC1CCCO1 (centres undefined),-2,4,-3,3,i,0.1,-2.2,-2,-2,11
CCN(CC)C(=O)CSc1nnc(-c2cccc(OC)c2)o1,4,4,-2,-2,i,-0.4,-1.3,4,-8,17
CC(c1ccccc1)n1cc(C(=O)NCc2cccnc2)nn1 (centres undefined),4,-1,-2,-1,i,-0.1,0.2,-4,-4,5
COc1ccc(NC(=O)CN(C)C(=O)c2sc3ccccc3c2Cl)cc1,4,4,-6,0,i,-0.7,-0.1,1,-1,-7
O=C(CCN1C(=O)/C(=C/C=C/c2ccccc2)SC1=S)Nc1ccccn1,-34,-8,37*,-1,i,-0.3,1.3,9,-1,5
COc1ccc(CNC(=O)COC(=O)CCOc2ccc(C)cc2)cc1OC,3,0,-2,-3,i,-0.1,1.0,0,-2,-3
CN(C)S(=O)(=O)c1ccc(Cl)c(NC(=O)COC(=O)CN2C(=O)C3CCCCC3C2=O)c1 (centres undefined),1,-1,-8,0,i,-0.9,-1.2,-3,-4,-7
COc1ccc(C2CC(c3cccs3)=NN2C(=O)COC(=O)c2cncc(Br)c2)cc1OC (centres undefined),-22,-12,11,1,i,0.2,1.3,-11,-5,3
